# Screens: PubChem BioAssay, Fisher Drug Discovery Resource Center
# mcGAS MS inh: inhibitors of Mus musculus cyclic GMP-AMP synthase, initial high-throughput assay, cell-free, RapidFire MS; actives 0.18% (n = 130,000); inhibition, % at 12.5 µM; AID 1259397, 2018; recombinant mouse cGAS, cGAMP by RapidFire MS; Q8C6L5;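 active = inhibition of cGAS enzyme activity at or above 60%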;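 also: enzyme stimulated by 45 bp dsDNA with ATP and GTP substrates; cGAMP share of summed cGAMP plus half ATP and half GTP signals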
# Target sequence (Q8C6L5 whole entry, looked up): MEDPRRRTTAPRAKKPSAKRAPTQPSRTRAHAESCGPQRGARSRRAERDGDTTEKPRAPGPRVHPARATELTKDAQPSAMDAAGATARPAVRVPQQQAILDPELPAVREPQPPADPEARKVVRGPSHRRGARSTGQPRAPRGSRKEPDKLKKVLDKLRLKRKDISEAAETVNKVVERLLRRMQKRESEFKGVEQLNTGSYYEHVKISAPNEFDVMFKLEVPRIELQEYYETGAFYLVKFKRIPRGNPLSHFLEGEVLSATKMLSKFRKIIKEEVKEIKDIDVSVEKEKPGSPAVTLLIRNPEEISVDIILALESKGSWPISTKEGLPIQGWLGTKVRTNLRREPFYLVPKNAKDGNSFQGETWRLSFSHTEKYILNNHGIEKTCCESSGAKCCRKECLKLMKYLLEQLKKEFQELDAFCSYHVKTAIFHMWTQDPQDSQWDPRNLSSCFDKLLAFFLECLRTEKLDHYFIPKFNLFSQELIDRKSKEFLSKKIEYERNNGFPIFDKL
# Active calls of the source: *; & = joins results of further samples. An excerpt; count on the stated rates, not on these rows.
smiles,mcGAS MS inh
CC(C)OC(=O)c1ccc(NC(=S)NC(=O)c2cncc(Br)c2)cc1,0.3
CC(=O)c1c[nH]c(C(=O)N2CC=C(c3ccc(F)cc3)CC2)c1,-7.4
COC(=O)c1ccc2c(c1)CN(C(=O)CCc1ccccc1O)CC2,-0.1
Cc1cc(C)n(-c2cccc(NC(=O)N3CCC[C@@H]3CO)c2)n1,-0.5
COC(=O)C(C#N)=C(SC)SC,2.4
CCCCc1ccc(C(=O)N(C)C(C)Cc2cc(C)ccn2)nc1 (centres undefined),-6.2
CC(OCC(O)CNC1CCCC(C)C1C)c1ccc(Cl)cc1 (centres undefined),-6.4
CC(Oc1cccc(C#N)c1)C(=O)NC(=O)NC(C)(C)C (centres undefined),-3.3
O=C(NN=C1CCCCC1)c1ccccc1Cl,-10.9
CC1CCN(S(=O)(=O)c2ccc(F)cc2F)CC1,-3.1
Cn1cc(Cl)c(C(=O)Nc2nc3ccc(Cl)cc3s2)n1,1.7
CC(=O)Nc1cnc(-c2cccc([N+](=O)[O-])c2)cn1,0.6
Cc1c(C(=O)NCC2CCCO2)c(C(F)(F)F)nn1C1CCCN(C)C1 (centres undefined),-8.2
COc1cccc(F)c1-c1ccc(SCC(N)=O)cc1,-6.6
Cn1nnc2c(=O)n(CC(=O)c3ccccc3)cnc21,-7.0
COc1cccc(N2CCN(C(=O)C3CCC(=O)N(C4CC4)C3)CC2=O)c1 (centres undefined),-10.2
C(=NNc1nc2ccccc2[nH]1)c1ccco1,-10.3
O=C(O)C1CCCN(C(=O)c2cccc(Cl)c2Cl)C1 (centres undefined),-6.1
Cc1cc(C)cc(N2CCN(C(=O)C3CCC(=O)N(C4CCCC4)C3)CC2=O)c1 (centres undefined),-6.0
O=C(c1ccc(=O)n(Cc2ccc(F)cc2)n1)N1CCC(Cc2ccccc2)CC1,-4.3
O=C(O)CSc1nc2ccccc2n1CCOc1ccccc1,0.5
O=C(O)c1ccc(-c2c(N3CCCC3)cn[nH]c2=O)s1,-9.5
O=C(NCCS(=O)(=O)N1CCN(c2ccccn2)CC1)c1n[nH]c2ccccc12,-7.7
C=CCSC(C)C(=O)N1CCn2c(C(N)=O)cnc2C1 (centres undefined),-2.4
Cc1ccsc1C(CNC(=O)c1cc(=O)[nH]c(=O)[nH]1)N(C)C (centres undefined),-5.3

# Fetched by compound from the list above:
smiles,mcGAS MS inh
O=C(O)CSc1nc2ccccc2n1CCOc1ccccc1,0.5
Cc1cc(C)n(-c2cccc(NC(=O)N3CCC[C@@H]3CO)c2)n1,-0.5
O=C(c1ccc(=O)n(Cc2ccc(F)cc2)n1)N1CCC(Cc2ccccc2)CC1,-4.3

# Of the compounds above, these have a Cl atom.
smiles,mcGAS MS inh
CC(OCC(O)CNC1CCCC(C)C1C)c1ccc(Cl)cc1 (centres undefined),-6.4
O=C(NN=C1CCCCC1)c1ccccc1Cl,-10.9
Cn1cc(Cl)c(C(=O)Nc2nc3ccc(Cl)cc3s2)n1,1.7
O=C(O)C1CCCN(C(=O)c2cccc(Cl)c2Cl)C1 (centres undefined),-6.1

# Additional structures follow:
smiles,mcGAS MS inh
O=C(Cc1ccccn1)N1CCN(C(=O)c2cc(Cl)c[nH]2)CC1,-6.8
COc1ccccc1CC(C)N(Cc1ccccc1)C(=O)C1CCOC1 (centres undefined),-13.6
C=CCn1c(=O)c2c(nc3n2CCCN3c2ccc(F)cc2)n(C)c1=O,0.8
CCc1ccc(NC(=O)C(=O)NCc2cccc(OC)c2)cc1,-1.2
CCCN(CC1CC1)C(=O)COC(=O)c1[nH]c(C)c(C(=O)OCC)c1C,-14.4
COc1cccc(NC(=O)CCC2CCN(C(=O)CSc3ccccc3)CC2)c1,-7.7&0.9
O=C(NCCN(CC(F)(F)F)C(=O)c1ccc(Cl)cc1)c1ccc(Cl)cc1,-5.4
CC(C)(C)NC(=O)C1CCCN1c1nnc(N2CCCC2=O)s1 (centres undefined),-4.5
COc1ccc(CCNC(=O)N2CCCCC2CN2CCOCC2)cc1 (centres undefined),-8.0
CC(C)c1cc(Cn2ccnc2-c2ccc(C3CCCCO3)o2)on1 (centres undefined),-9.5
COc1ccc(Cl)cc1NC(=O)CSc1nc2c(cnn2CCO)c(=O)[nH]1,-14.5
CNC(=O)Oc1ccc2c(c1)[C@]1(C)CCN(C)[C@@H]1N2C,-5.1&-1.4&1.1&1.4
CCOc1cccc(OCCOc2cccc(Br)c2)c1,-3.2
Cc1ccc(NC(=O)c2cccs2)cc1N1CCCS1(=O)=O,-7.0
O=C(Nc1ccccc1)c1nnc(/C(Cl)=C\c2cccnc2)s1,-4.0
COC(=O)c1[nH]ncc1CN1CCN(Cc2cccc(F)c2)CC1,-7.6
Cc1cccc(OCC(=O)Nc2ccc3c(c2)OCC(C)(C)C(=O)N3CCC(C)C)c1,6.4
Cc1ccc(C(=O)Nc2cccc(Cl)c2-n2cncn2)cn1,2.7
CC(C)(C)C(=O)N=c1c2c3c(sc2nc2n1CCCCC2)CCCC3,21.5
Cc1c(-c2cc(C(=O)N3[C@@H]4CC[C@H]3CN(C)C(=O)C4)no2)cnn1C,-17.6&-3.0
CCOC(=O)C1(Cc2ccccc2)CCCN(Cc2ccn[nH]2)C1 (centres undefined),-8.1
CCOc1ccccc1OCc1nn2c(C(F)(F)F)nnc2s1,-0.3
O=C1C(Cl)=C(NCC2CCCO2)C(=O)N1c1cccc(Cl)c1Cl (centres undefined),5.9
O=C(Nc1ccc(-c2cccc(F)c2)cc1)C1CCCN1C(=O)c1ccccn1 (centres undefined),0.8
COc1ccccc1CCN1CCC(CN(C)C(=O)c2ccsc2)CC1,-6.6
CCCCCn1cn[nH]c1=S,-1.1
Cc1nn(CC(=O)NCCN2C(=O)CSC2=O)c(C)c1[N+](=O)[O-],9.3
Cc1cc(C)nc(NOC(=O)c2ccccc2)n1,17.4
CCOC(=O)C1(C)CCCN1C(=O)c1ccnc(Cl)c1 (centres undefined),-2.8
Cc1ccc(C2CC(=O)CC(c3ccc(C)cc3C)S2)c(C)c1 (centres undefined),5.9
CC1CCN(C(=O)CSc2c(-c3ccccc3)[nH]c3ccccc23)CC1,-1.4
CC(C)CC1(C(=O)NC2CCOc3ccccc32)CCCC1 (centres undefined),-7.2
c1ccc(OCc2nc3ccccc3[nH]2)cc1,-7.2
COc1ccc(CN2CCC(CO)(CCCc3ccccc3)CC2)cc1OC,0.4
CC(N)c1ccc(-n2cc(C(N)=O)nn2)cc1 (centres undefined),4.0
Cc1cc(N(C)C)ccc1NC(=O)c1ccc2c(c1)OCC(=O)N2,-17.8
CC(C)(C#N)CCCNc1ccccc1OC1CCCC1,2.6
N#CC(C#N)=Cc1ccccc1OC(F)(F)C(F)C(F)(F)F (centres undefined),-2.4
O=C(C=C(C1CC1)C1CC1)Nc1ccc(F)cn1,-0.6
COc1cccc(N2CCN(CCCOc3ccc(C#N)cc3)CC2)c1,-2.0
Cc1ccc(C(=O)N(C)CCC2CCOCC2)s1,-12.3
CCc1cccc(C)c1NC(=O)c1ccc(OCC#N)cc1,-6.5
Cc1ccc(C#N)cc1S(=O)(=O)Nc1nnc(C(C)C)s1,-7.9
CN(C)C1C(=O)C(C(N)=O)C(=O)C2(O)C(=O)C3=C(O)c4c(O)ccc(Cl)c4C(O)C3CC12 (centres undefined),23.5
CC(NC(=O)C1=NNC(=O)CC1)C12CC3CC(CC(C3)C1)C2 (centres undefined),44.5
Cc1csc(CNS(=O)(=O)c2cc(F)cc(F)c2)n1,4.0
CN(C)S(=O)(=O)c1ccc(C(=O)N(CC2CC2)CC(F)(F)F)cc1,-1.6
CC(C)COCC(NC(=O)CSCc1ccncc1)c1ccco1 (centres undefined),-8.1
COC(=O)[C@@H]1C[C@@H](NC(=O)CCn2cncn2)CN1C,-10.6
CC(=O)N1CCn2nc(C(=O)N3CCCC3c3cc(C(C)C)on3)cc2C1 (centres undefined),-9.7

# Next section.
structure	mcGAS MS inh
Cc1cc(C(=O)Cn2cc(S(=O)(=O)N(C)C)ccc2=O)c(C)[nH]1	-3.0
O=C(CN(CCN1CCOCC1)S(=O)(=O)c1ccc(Cl)c([N+](=O)[O-])c1)Nc1ccccc1	-6.8
C=CCNC(=S)NN=C(C)c1ccc[nH]1	1.9
Cc1cn2c3c(=O)n(CCN4CCCCC4)c(=O)n(C)c3nc2n1-c1cccc(Cl)c1	-7.7
Cn1[nH]c(CC(=O)Nc2ccc(-n3nccc3C(F)(F)F)cc2)cc1=O	8.2
O=C(NCC(=O)N1CCN(Cc2cccs2)CC1)c1ccc(Br)o1	-4.9
Cc1cc(C)c(-c2cc(C(F)(F)F)no2)c(=O)[nH]1	0.2
CCN(CC)S(=O)(=O)NCC1CCCN1C(=O)OC(C)(C)C (centres undefined)	-19.9
CC(c1ccccn1)N(C)Cc1cccn1-c1ncccn1 (centres undefined)	-14.6
CCn1c(NC(=O)CCn2c(C)csc2=O)nc2ccccc21	-13.4
CCCC1CCC(=NNC(=O)CNc2ccc(OC)cc2)CC1 (centres undefined)	-1.5
CC(=N/O)/C(=N/O)c1ccc(C)o1	-9.7
CN1CCC(c2cc(NCC(c3cccnc3)N3CCOCC3)ncn2)CC1 (centres undefined)	3.2
COc1cccc(C(=O)OC(C)C(=O)N2CCN(C(C)=O)CC2)c1O (centres undefined)	-8.1
Cc1ccc(C(c2cc(Br)ccc2O)N2CCCCC2)cc1 (centres undefined)	-6.2
COc1csc(C(=O)Nc2sc(C)cc2C(N)=O)c1	9.6
COc1cc(=O)n(-c2ccccc2)nc1C(=O)NCC(C)C	-23.9
Cc1nc2sccn2c1C(=O)NCc1snnc1C(C)C	-18.6
O=C(Nc1cc(C(F)(F)F)ccc1F)c1ccncc1	4.0
CCN(CC)C(=O)[C@@H]1C[C@H](N)CN1C(=O)c1cc2cccc(Cl)c2n1C	-38.3
O=S(=O)(c1ccc(Br)c2nsnc12)N1CCOCC1	-8.0
Cc1ccc(S(=O)(=O)NC2=NCN(CCO)CN2)cc1	-9.2
Oc1ccc(-n2nnnc2SCc2ccc(-n3ccnc3)cc2)cc1	-6.8
CC(C)CC(=O)Nc1c2c(nn1-c1ccc([N+](=O)[O-])cc1)CSC2	1.4
COc1ccc(C(=O)Nc2c(C)nc3cc(C)ccn3c2=O)cc1	16.4
O=C(C1COc2ccccc2C1)N1CCC(Cn2cc(CCO)nn2)CC1 (centres undefined)	-13.8
CCOc1ccc(-n2c(C)cn3c4c(=O)n(C(C)C(C)=O)c(=O)n(C)c4nc23)cc1 (centres undefined)	-7.3
CN(C)C(=O)c1cccc(NS(=O)(=O)N2CCCCCC2)c1	-8.4
N#CCSc1nnc2c(Cl)cc(Cl)cn12	-47.3
COc1ccc(S(=O)(=O)Oc2cc(CNC(C)C)ccc2OC)cc1	-7.6
Cc1ccsc1C(=O)N1CCC1(C)C(=O)N1CCCCC1 (centres undefined)	-7.8
Cc1nc(N2CCN(C)CC2)ncc1C(=O)N1C[C@H]2C[C@H](O)[C@@H](O)C[C@H]2C1	-36.5
CN(C(=O)c1csc(-c2ccc(Cl)c(Cl)c2)n1)c1ccc(C(N)=O)cc1	-7.1
Cc1ccoc1C(=O)NCc1ccccc1-n1ccnc1C	-10.7
NC(=O)c1nnn(Cc2cccc([N+](=O)[O-])c2)c1N	-5.1
Cc1cccc2nc(COC(=O)c3csc(-c4ccsc4)n3)cc(=O)n12	4.9
S=C(NCCN1CCOCC1)N1CCc2ccccc21	-5.9
CC(C)c1ccc(S(=O)(=O)CC(O)CO)cc1 (centres undefined)	-0.3
CC(=O)N1CCN2C(=O)C1CCCC(=O)c1cc(C(C)C)ccc12 (centres undefined)	-8.7
CCCC(C)(NS(=O)(=O)c1ccc(S(C)(=O)=O)cc1)C(=O)OC (centres undefined)	-8.8
CC(C(=O)N1CCc2ccccc21)N1C(=O)c2ccccc2C1=O (centres undefined)	-8.0
N#Cc1cccc(C(=O)NCCc2nnc3c(C(F)(F)F)cccn23)c1	-8.0
NC(=O)c1cccc(CC2CCN(C(=O)COc3ccc(Cl)cc3)C2)c1 (centres undefined)	-11.4
OCC1(CC2CCCCO2)CCN(Cc2cccc3nccnc23)CC1 (centres undefined)	-1.4
CCNC(C)c1ccc(-c2cccc(OC)c2)cc1 (centres undefined)	-1.3
CCOC(=O)C1CCN(C(=O)c2nc(-c3ccco3)sc2C)CC1	0.6
Cc1cccc(-n2ncc3c2CCCC3NC(=O)CN(C)Cc2ccncc2)c1C (centres undefined)	0.6
O=S(=O)(Nc1cc2c(cc1Br)OCCO2)c1ccccc1	6.2
Cc1nc(N2CCN(c3ccccc3)CC2)nc2c1C(=O)CC(c1ccco1)C2 (centres undefined)	-1.5
O=C(/C=C/c1ccc(Br)s1)N1CCN(CCc2cccs2)CC1	-2.7

# Quoted from the listing.
# Cc1ccoc1C(=O)NCc1ccccc1-n1ccnc1C in mcGAS MS inh shows -10.7
# Cc1cccc2nc(COC(=O)c3csc(-c4ccsc4)n3)cc(=O)n12 in mcGAS MS inh shows 4.9
# CCOc1ccc(-n2c(C)cn3c4c(=O)n(C(C)C(C)=O)c(=O)n(C)c4nc23)cc1 (centres undefined) in mcGAS MS inh shows -7.3
# CCOC(=O)C1CCN(C(=O)c2nc(-c3ccco3)sc2C)CC1 in mcGAS MS inh shows 0.6
# CN(C)C(=O)c1cccc(NS(=O)(=O)N2CCCCCC2)c1 in mcGAS MS inh shows -8.4

# Other results.
structure	mcGAS MS inh
CP(=O)(c1nccn1-c1ccc(Cl)nn1)N1CCCCCC1 (centres undefined)	3.5&9.8
c1ccc(Nc2nc(NCc3ccco3)nc3nccnc23)cc1	-15.4
CN(Cc1cccc2cccnc12)C(=O)C1CCC(=O)N(CCN2CCOCC2)C1 (centres undefined)	-2.3&-1.9
CC(C)(C)c1ccc(S(=O)(=O)NC(=O)C2(C)CCN2C(=O)Cc2ccc(Cl)cc2Cl)cc1 (centres undefined)	0.7
CCN(CC)c1ncccc1CNC(=O)C1CC(=O)Nc2ccccc21 (centres undefined)	-9.1
Cc1noc(C)c1CN(C)C(=O)C(N)c1ccccc1 (centres undefined)	-3.2
CCN(CC)CCN(CC)C(=O)Cn1nnnc1CN1CCOCC1	-12.1
NS(=O)(=O)Cc1c(F)cccc1F	-19.9
Fc1cccc(CNc2nccc(CCC(F)(F)F)n2)c1F	-5.6
O=C(Nc1cc2c(cc1C(=O)O)OCO2)c1ccccc1Cl	6.4
Cc1c[nH]c(=O)n1-c1ccc(C(=O)N2CCCC2c2ccccc2)cc1 (centres undefined)	3.9
